AID2073: inhibitors of Mint1-CaV2.2 protein interaction, biochemical, HTRF (AID 2073); inhibition, % at 20 µM, or IC50 in µM where a hit was titrated; HTRF protein-protein interaction, Mint1-CaV2.2; higher % means a stronger effect; 290,000 compounds, 0.19% hits; in the data active means inhibition mostly above about 51%, no sharp cut-off; further: some results filed as inactive read as strong as hits
NTR1 ag: agonists of NTR1, primary screen, imaging, U2OS cells, beta-arrestin-GFP, high content (AID 493036); P30989; NTR1-U2OS beta-arrestin-GFP spot imaging, agonist mode; 330,000 compounds, 0.17% hits; activation, % at 20 µM;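 active means activation at or above 40% of the spot to cytoplasm intensity ratio, with at least 20 cells analyzed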;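 further: 0% = DMSO without peptide and 100% = 100 nM NTR1 peptide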
Target sequence (P30989 whole entry, looked up): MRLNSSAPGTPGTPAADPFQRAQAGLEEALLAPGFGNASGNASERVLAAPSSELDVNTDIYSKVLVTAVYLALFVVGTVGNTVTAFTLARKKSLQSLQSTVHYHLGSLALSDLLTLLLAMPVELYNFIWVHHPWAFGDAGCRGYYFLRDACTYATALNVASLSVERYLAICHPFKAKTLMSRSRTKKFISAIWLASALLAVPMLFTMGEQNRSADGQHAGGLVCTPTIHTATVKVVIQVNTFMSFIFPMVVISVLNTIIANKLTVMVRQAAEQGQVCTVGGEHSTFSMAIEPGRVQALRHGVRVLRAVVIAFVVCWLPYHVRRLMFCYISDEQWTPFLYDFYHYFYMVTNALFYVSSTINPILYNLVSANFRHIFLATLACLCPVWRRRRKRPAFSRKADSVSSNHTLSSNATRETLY
HIV fusion peptide: inhibitors of HIV fusion peptide binding, primary screen, biochemical, uHTS, fluorescence dequenching (AID 1986) | cell-free peptide binding, fluorescence dequenching, 30 min; higher % means a stronger effect | inhibition, % at 20 µM, or IC50 in µM where a hit was titrated | 290,000 compounds, 0.3% hits; in the data active means inhibition mostly above about 52%, no sharp cut-off; inactive means mostly below about 76%; further: some results filed as inactive read as strong as hits
GPR35 antagonists: inhibition of zaprinast-stimulated GPR35 beta-arrestin translocation – imaging, U2OS, beta-arrestin-GFP, zaprinast agonist, primary screen (AID 2058) | inhibition, % at 10 µM; hits with a dose series show IC50 in µM | 290,000 compounds, 0.052% hits | U2OS GPR35 beta-arrestin-GFP translocation imaging, zaprinast antagonism; higher % means a stronger effect;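 active means inhibition of at least 50% with at least 30 cells and total cytoplasm GFP at most 10,000,000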
GPR55 activation: GPR55 agonists via beta-arrestin recruitment, primary screen, imaging, U2OS cells, beta-arrestin-GFP redistribution (AID 1961); U2OS GPR55 beta-arrestin-GFP redistribution imaging; higher % means a stronger effect; activation, % at 10 µM, or EC50 in µM where a hit was titrated; 290,000 compounds, 0.048% hits;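 active means activation above 40% with more than 50 cells counted in the well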;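 further: U2OS osteosarcoma cells stably expressing GPR55 and beta-arrestin-GFP; plate controls were DMSO negative control for no effect and LPI positive control for full effect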
Siah-1 displacement: Siah-1 peptide-binding antagonists, primary screen, biochemical, fluorescence polarization, rhodamine-plectin, uHTS (AID 1817). Siah-1 / rhodamine-plectin peptide fluorescence polarization; higher % means a stronger effect. displacement, % at 20 µM; hits with a dose series show IC50 in µM. 290,000 compounds, 0.02% hits;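 active means displacement of at least 50% at 20 µM, with a fluorescence ratio check between 0.3 and a set limit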;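 further: plate controls were Siah plus tracer with DMSO for no effect and tracer alone without Siah for full effect; strong numbers were not always called active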
GPR55 LPI antagonism: inhibition of LPI-stimulated GPR55 beta-arrestin translocation – imaging, U2OS, beta-arrestin-GFP, LPI agonist, primary screen (AID 2013). U2OS GPR55 beta-arrestin-GFP translocation imaging, LPI antagonism; higher % means a stronger effect. inhibition, % at 10 µM, or IC50 in µM where a hit was titrated. 290,000 compounds, 0.13% hits;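 active means spots per cell inhibited over 60%, with over 100 cells counted and total cytoplasm intensity under 500,000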;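 further: U2OS cells stably carrying GPR55 and arrestin-GFP stimulated by 5 µM LPI near EC80; imaged beta-arrestin-GFP aggregate spots per cell after agonist stimulation; plate controls were LPI-stimulated DMSO wells for no effect and DMSO wells without LPI for full effect; some results filed as inactive read as strong as hits; confirmed hits need IC50 under 10 µM and bright autofluorescent wells are also inconclusive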
NS5 inhibitors: Dengue-2 NS5 methyltransferase inhibitors, primary screen, biochemical, confirmation dose response (AID 588689); 340,000 compounds, 0.3% hits; inhibition, % at 25 µM, or IC50 in µM where a hit was titrated; Dengue-2 NS5 methyltransferase capping enzyme assay, biochemical; higher % means a stronger effect; in the data active means a potency from the dose series
K1F lysis inhibition: inhibition of K1F phage lysis, E. coli UTI89, bacterial capsule biogenesis inhibitors, alamar blue (AID 488966); inhibition, % at 100 µM, or IC50 in µM where a hit was titrated; 340,000 compounds, 0.02% hits; E. coli UTI89 K1F phage lysis, alamar blue, 2 h; higher % means a stronger effect;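 active means phage lysis inhibition, versus mean bacterial control, above a set limit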;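 further: capsule biogenesis inhibitors block K1F phage lysis so surviving cells raise fluorescence; higher fluorescence means more inhibition of phage lysis; actives were called in the ten point dose series up to 300 µM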
NTR1 ag cell count 20 µM: also measured in NTR1 ag; calls as there; cell count; measured here: cell count, cytotoxicity flag
NS5 inhibitors pilot replicate: further read-out of NS5 inhibitors, marked with its call; inhibition, %; measured here: pilot screen replicate inhibition
* hit, by the source's call; · = no result given; [ ] = dose if it differs, or a comment. Random draw from the library. Share with any hit: about 1.2%.

SMILES	AID2073	NTR1 ag	NTR1 ag cell count 20 µM	HIV fusion peptide	GPR35 antagonists	GPR55 activation	Siah-1 displacement	GPR55 LPI antagonism	NS5 inhibitors	K1F lysis inhibition	others
Cc1ccc(-c2nnc(Nc3ccc(CC(N)=O)cc3)c3ccccc23)cc1S(=O)(=O)NCC1CCCO1 (configuration not stated)	3%	0.2	52	-1.0%	12%	-0.1%	9%	-2%	-4%	-0.1%
CCc1c(C)sc(NC(=O)CCc2ccc(OC)cc2)c1C(N)=O	-9%	-0.1	40	-1.7%	-14%	-0.1%	0%	6%	-6%	0.4%
COc1ccccc1NC(=O)C(C/C=C(\C)Cl)C(C)=O (configuration not stated)	6%	-0.4	59	-3.5%	3%	0.2%	2%	-1%	-3%	0.6%
CC1Cc2ccccc2N1C(=O)C12CCC(C)(C(=O)C1)C2(C)C (configuration not stated)	-5%	0.3	73	1.8%	0%	-0.1%	-6%	-2%	-4%	0.2%
Cn1nnc(NC(=S)NC(=O)Cc2ccccc2)n1	5%	-1.3	40	1.6%	-5%	-0.1%	-3%	-3%	·	·
CN(c1ccc(C(=O)NCCSCc2ccco2)cc1)S(C)(=O)=O	20%	-0.3	47	-3.5%	-6%	-0.4%	10%	3%	-4%	0.8%
c1ccc2c(c1)[nH]c1nc(SCCN3CCOCC3)nnc12	-22%	-0.2	58	-0.7%	-1%	-0.1%	-1%	-3%	2%	0.7%
O=C(NN=C1CCCC1)c1sc2ccccc2c1Cl	6%	0.2	49	-0.9%	-13%	0.1%	6%	5%	-2%	0.0%
COc1cc(OC)c(-n2cc(-c3ccc(Cl)cc3)[nH]c2=O)cc1Cl	8%	1.3	63	2.9%	2%	-0.2%	-5%	-8%	3%	4.5%
CN(C)CCCN(C(=O)c1sc2ccccc2c1Cl)c1nc2c(F)cccc2s1	19%	3.0	53	1.8%	21%	-0.1%	1%	31%	1%	0.0%
CCOc1ccccc1Nc1ncnc2c1cnn2-c1ccccc1	8%	-0.8	92	-1.8%	1%	-0.1%	10%	0%	-1%	0.2%
CCS(=O)(=O)c1c([N+](=O)[O-])ncn1C	5%	0.1	83	-1.2%	11%	-0.3%	-1%	-6%	-15%	-0.9%
COc1ccc(NC(=O)CCS(=O)(=O)c2cc3c(cc2Cl)NC(=O)CO3)cc1OC	6%	1.0	48	1.6%	-1%	0.7%	0%	-5%	1%	0.1%
CSc1nc(NS(=O)(=O)c2cc(C)c(Cl)cc2Cl)nn1C	8%	1.3	62	-0.1%	-13%	-0.1%	1%	-5%	2%	-0.3%
COc1ccccc1N1CCN(S(=O)(=O)CCNC(=O)c2cc(=O)c3ccccc3o2)CC1	6%	2.5	84	9.0%	-12%	-0.1%	11%	6%	-5%	0.2%
CN(C)CCNC(=O)C(=O)NCC(c1ccc2c(c1)OCO2)N1CCN(c2ccc(F)cc2)CC1 (configuration not stated)	47%	-0.5	56	-0.9%	-9%	0.1%	0%	-5%	-9%	-0.1%
CCOCCCNC(=O)c1ccc(N(C)S(=O)(=O)c2ccc(OC)cc2)cc1	-6%	-0.2	65	-0.5%	0%	-0.2%	-4%	-3%	6%	3.9%
COc1ccccc1CNc1ccc(N2CCOCC2)c(C(=O)O)c1	9%	-0.1	80	-0.7%	-12%	0.3%	3%	10%	4%	1.3%	NS5 inhibitors pilot replicate=-1.8
O=C(COc1ccc(Br)cc1Cl)NC(=S)Nc1ccccn1	24%	1.5	66	-1.1%	9%	-0.1%	0%	10%	-3%	0.2%
CN(C(=S)NC(=O)c1ccccc1Br)C1CCCCC1	-22%	2.5	75	-1.8%	-5%	-0.1%	1%	-13%	-3%	0.2%
Cc1ccc(NC(=O)CCSc2nnc(Cc3ccccc3)o2)cc1	1%	3.1	80	-1.0%	18%	0.3%	-1%	12%	3%	-0.1%
O=C(C1CCN(S(=O)(=O)c2cccs2)CC1)N1CCN(c2ccccc2)CC1	-2%	1.3	74	-0.2%	3%	0.6%	-2%	1%	-14%	0.1%	NS5 inhibitors pilot replicate=-6.4
Nc1cc(N2CCOCC2)c(Cl)cc1[N+](=O)[O-]	10%	-0.1	56	-0.1%	-8%	0.7%	23%	10%	-4%	0.2%
COc1ccccc1-c1nn2c(-c3ccc(C(C)(C)C)cc3)nnc2s1	27%	·	·	0.0%	-3%	-0.2%	13%	7%	·	·
CN(Cc1ccccc1F)C(=O)c1sccc1-c1ccccc1	1%	3.2	78	-1.2%	12%	0.0%	-2%	12%	-6%	1.3%[50 µM]

Continued.
SMILES	AID2073	NTR1 ag	NTR1 ag cell count 20 µM	HIV fusion peptide	GPR35 antagonists	GPR55 activation	Siah-1 displacement	GPR55 LPI antagonism	NS5 inhibitors	K1F lysis inhibition	others
COc1ccc(CCNC(=O)C2CCCN(c3ncccn3)C2)cc1 (configuration not stated)	8%	-1.1	42	0.4%	-19%	-0.3%	4%	1%	1%	0.1%
O=S(=O)(/N=C(/Sc1ccccc1)c1ccccc1)c1ccccc1	-3%	5.6	65	1.6%	7%	-0.1%	4%	19%	-14%	-0.2%
CSc1nc2ccsc2c(=O)n1-c1ccccn1	-3%	-0.5	69	-1.8%	-3%	0.2%	2%	9%	-10%	-1.8%
CS(=O)(=O)c1cccc(C(=O)Nc2cccc(-c3nc4ccccc4[nH]3)c2)c1	0%	3.9	52	0.8%	-8%	-0.2%	1%	-16%	-6%	-0.5%
Cc1nc2cc(NCc3cc([N+](=O)[O-])ccc3O)ccc2n1Cc1ccccc1	-4%	5.9	95	-3.6%	3%	-0.5%	4%	-12%	-5%	0.2%
CCn1c(CNC(=O)c2cccc(C)c2)nnc1SCC(=O)N1CCOCC1	8%	1.1	68	0.2%	-3%	0.2%	0%	10%	4%	-0.3%[50 µM]
CC[n+]1c(/C=C/N(C)c2ccccc2)oc2ccc(F)cc21	3%	-0.3	76	14%	1%	-0.4%	3%	9%	14%	1.1%[50 µM]
O=C(Nc1ccc2oc(-c3ccncc3)nc2c1)c1ccccc1F	4%	2.4	68	-2.2%	8%	-0.2%	2%	-8%	0%	0.3%
O=C(NCc1ccccc1)C(c1ccco1)N(C(=O)c1csnn1)c1ccccc1 (configuration not stated)	4%	1.0	48	0.7%	2%	0.0%	5%	1%	2%	-0.1%
COc1ccc(S(=O)(=O)N(C)c2ccc(C(=O)N3CCN(c4ccccc4)CC3)cc2)cc1OC	8%	3.6	53	-1.0%	-14%	0.0%	0%	4%	-4%	0.2%
Nc1nc(NC(=O)c2ccccc2Cl)nn1-c1ccccc1	-12%	0.4	57	-1.1%	10%	-0.1%	-5%	-17%	·	·
CC1CCCC(C)N1C(=C(Cl)Cl)C(=C1SCCS1)[N+](=O)[O-] (configuration not stated)	10%	4.8	32	3.4%	8%	0.1%	-4%	57%	-1%	-0.5%
CC1CCC2(CC1)NC(=O)N(CC(=O)Nc1nc(-c3ccc(F)cc3)cs1)C2=O (configuration not stated)	8%	0.1	33	-4.9%	8%	0.0%	-6%	-11%	-5%	0.9%
Cc1ccccc1C1c2[nH]c3ccccc3c2C[C@H]2C(=O)N(c3ccccc3C(=O)NCCCN3CCOCC3)C(=O)N12 (some centres not stated)	10%	0.0	110	2.9%	-13%	-0.2%	-1%	0%	0%	5.3%
Cc1cccc(-c2nnc(SCC(=O)N3c4ccccc4CCc4ccccc43)n2C)c1	3%	2.4	45	-1.5%	6%	-0.3%	5%	-4%	-4%	0.4%
COc1ccc(-c2nc(CS(=O)CC(=O)N3CCOCC3)c(C)o2)cc1OC (configuration not stated)	-12%	0.4	72	-0.5%	-3%	-0.1%	4%	-6%	-6%	0.3%
Nc1nonc1-n1nnc(C(=O)N/N=C/c2ccc(OCc3ccccc3F)cc2)c1CN1CCCCC1	0%	2.8	56	0.3%	2%	-0.2%	5%	7%	-1%	0.5%
Cc1cc(C)cc(NC(=O)c2cc(=O)c3ccccc3o2)c1	10%	0.9	43	-3.4%	-14%	-0.4%	6%	2%	6%	-0.3%
COCCN(C(=S)Nc1ccccc1C)C(C)c1cccnc1 (configuration not stated)	-25%	-0.8	44	-0.5%	-7%	-0.2%	-1%	-7%	-2%	3.0%
COc1ccc(C(=O)Nc2nc3c(s2)Cc2cc(OC)ccc2-3)cc1	0%	4.0	58	16%	-11%	0.3%	6%	-4%	8%	0.5%
CC(C)(CNC(=O)c1ccccc1NS(C)(=O)=O)N1CCCCC1	0%	0.3	39	-0.3%	1%	0.4%	3%	0%	-8%	0.5%
COc1ccc(C)cc1NC(=O)CN1CCN(c2ccc(F)cc2)CC1	10%	3.3	38	6.4%	17%	-0.1%	2%	4%	-1%	0.7%
COc1cc(/C=C/C(=O)OCC(=O)Nc2cc(S(=O)(=O)N(C)C)ccc2Cl)ccc1O	10%	4.2	52	-2.0%	-8%	-0.1%	-1%	4%	-8%	0.2%
COc1cccc(NC(=O)C2C3C=CC4(O3)C2C(=O)N(CCCN2CCCC(C)C2)C4C(=O)NC2CCCCC2C)c1 (configuration not stated)	-2%	0.4	50	0.3%	5%	0.2%	2%	11%	-3%	0.1%
Cc1nnc(N/N=C/c2ccc(-c3ccccc3F)o2)n1N	26%	-2.1	92	0.5%	-7%	0.5%	4%	4%	-14%	0.1%
CCc1ccc(NC(=O)Nc2cnccn2)cc1	-1%	-1.9	49	0.9%	-7%	0.0%	1%	-4%	-2%	1.3%[50 µM]
O=C(NC(=S)NCc1cccnc1)c1ccc([N+](=O)[O-])cc1	-9%	1.0	75	-1.0%	-2%	-0.3%	2%	10%	-11%	0.0%
COC(=O)CC1C(=O)NCCN1C(=S)Nc1ccccc1 (configuration not stated)	1%	0.1	67	-2.0%	-2%	0.5%	-1%	-1%	-4%	1.2%[50 µM]
O=C(c1ccco1)N1CCN(c2ncnc3c2cnn3-c2ccccc2)CC1	-2%	3.5	45	1.6%	-6%	-0.2%	2%	-5%	-2%	-0.3%

Random excerpt: 4 entries already listed
SMILES	AID2073	NTR1 ag	NTR1 ag cell count 20 µM	HIV fusion peptide	GPR35 antagonists	GPR55 activation	Siah-1 displacement	GPR55 LPI antagonism	NS5 inhibitors	K1F lysis inhibition	others
CCc1ccc(NC(=O)Nc2cnccn2)cc1	-1%	-1.9	49	0.9%	-7%	0.0%	1%	-4%	-2%	1.3%[50 µM]
CC1CCC2(CC1)NC(=O)N(CC(=O)Nc1nc(-c3ccc(F)cc3)cs1)C2=O (configuration not stated)	8%	0.1	33	-4.9%	8%	0.0%	-6%	-11%	-5%	0.9%
COC(=O)CC1C(=O)NCCN1C(=S)Nc1ccccc1 (configuration not stated)	1%	0.1	67	-2.0%	-2%	0.5%	-1%	-1%	-4%	1.2%[50 µM]
Cc1cccc(-c2nnc(SCC(=O)N3c4ccccc4CCc4ccccc43)n2C)c1	3%	2.4	45	-1.5%	6%	-0.3%	5%	-4%	-4%	0.4%

High-throughput results deposited in PubChem BioAssay by several laboratories.
